High-throughput results from PubChem BioAssay.
CHT PAM – CHT positive allosteric modulators, primary screen, cell-based, membrane potential dye, choline EC20; B-score at 10 µM; 0.49% of 310,000 active; CHT-expressing cells; stronger effect = higher value; LV-AA mutant CHT in HEK293 cells;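 active = initial fluorescence not abnormally high and integrated response B-score, plate-corrected, over 3 SD above library mean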
Target sequence (Q9GZV3 whole entry, looked up): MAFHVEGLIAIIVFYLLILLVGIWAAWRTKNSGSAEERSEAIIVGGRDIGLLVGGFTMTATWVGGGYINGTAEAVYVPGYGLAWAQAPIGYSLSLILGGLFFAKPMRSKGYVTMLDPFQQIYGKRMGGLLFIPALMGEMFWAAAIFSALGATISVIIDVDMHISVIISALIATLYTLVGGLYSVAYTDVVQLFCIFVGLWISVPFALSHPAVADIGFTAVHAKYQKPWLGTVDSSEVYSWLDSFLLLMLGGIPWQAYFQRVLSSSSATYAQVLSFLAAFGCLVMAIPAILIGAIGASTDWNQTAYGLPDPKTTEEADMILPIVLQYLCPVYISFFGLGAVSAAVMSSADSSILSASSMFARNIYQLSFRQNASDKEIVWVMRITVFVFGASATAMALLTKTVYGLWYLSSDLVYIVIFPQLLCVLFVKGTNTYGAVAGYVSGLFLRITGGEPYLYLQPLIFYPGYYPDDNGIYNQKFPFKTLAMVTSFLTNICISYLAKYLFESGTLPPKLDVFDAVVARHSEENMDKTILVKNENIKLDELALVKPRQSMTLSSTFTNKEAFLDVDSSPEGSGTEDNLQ
OX1R antag-1 – antagonists of human orexin 1 receptor (OX1R) | AID 485270, 2010 | inhibition, % at 6.6 µM | 1.8% of 330,000 active | Orexin/Hypocretin receptor type 1 (Homo sapiens), O43613 | OX1R-expressing cells, FRET antagonist read-out; in the data active = inhibition mostly above about 38%, no sharp cut-off; inactive = mostly below about 40%;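 also: 0% = agonist challenge alone and 100% = reference antagonist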
Target sequence (O43613 whole entry, looked up): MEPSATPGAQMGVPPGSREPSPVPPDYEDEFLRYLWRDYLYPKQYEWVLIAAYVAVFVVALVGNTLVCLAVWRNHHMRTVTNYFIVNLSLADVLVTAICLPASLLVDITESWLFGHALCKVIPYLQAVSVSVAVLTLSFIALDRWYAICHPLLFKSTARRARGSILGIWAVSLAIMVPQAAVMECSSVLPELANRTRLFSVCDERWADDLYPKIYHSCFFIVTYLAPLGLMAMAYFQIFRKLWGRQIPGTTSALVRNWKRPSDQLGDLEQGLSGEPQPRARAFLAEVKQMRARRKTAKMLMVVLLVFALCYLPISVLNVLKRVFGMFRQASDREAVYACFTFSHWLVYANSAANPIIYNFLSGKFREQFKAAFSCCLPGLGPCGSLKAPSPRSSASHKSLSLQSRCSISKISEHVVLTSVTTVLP
OX1R antag-2 – OX1R (HCRTR1) antagonists, primary screen, fluorescence, CHO/OX1R cells, Fluo-8 calcium, orexin A | AID 434989, 2010 | inhibition, % at 5 µM | Fluo-8 calcium fluorescence | 0.43% of 330,000 active;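 active = inhibition above its plate's threshold, mean inhibition of all tested compounds on the plate plus 3 SD, cut at about 37% in these data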;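 also: 0% = orexin A challenge wells and 100% = SB-334867-A antagonist wells; not every result past the cut was called active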
* = called active by the depositor; i = inactive; / = no result given.

SMILES	CHT PAM	OX1R antag-1	OX1R antag-2
Cc1[nH]c(C)c(S(=O)(=O)NCc2ccc(OC(C)C)cc2)c1C(=O)N1CCCC1	i	15	-12
C=CCC(=O)NC1CC(C)(C)Cc2c1cnn2-c1ccccc1C (centres undefined)	i	7	-19
Cc1ccccc1NC(=O)CS(=O)(=O)c1cn(CC(=O)N2CCOCC2)c2ccccc12	i	18	-5
CCn1c(=O)c2c3c(sc2n2cnnc12)CCC3	i	4	-6
COc1ccc(CCNC(=O)CN2CCN(Cc3ccc(F)cc3)C2=O)cc1OC	i	7	-6
Cc1ccc(CCNC(=O)c2ccc(CS(=O)(=O)Cc3ccccc3F)o2)cc1	i	9	-18
Cc1ccccc1NS(=O)(=O)c1nnc(NC(=O)c2ccc(Cl)cc2)s1	i	39	10
Cc1noc(C)c1COc1ccccc1C(=O)NCc1ccccc1Cl	i	10	-20
CC(NC(=O)COC(=O)[C@@H]1CCCN1S(=O)(=O)c1ccccc1F)C12CC3CC(CC(C3)C1)C2 (some centres undefined)	i	15	-2
O=C(NCC1CCCO1)c1ccc(NS(=O)(=O)c2ccccc2)cc1 (centres undefined)	i	12	-8
CN(c1ccccc1)S(=O)(=O)c1cccc(NC(=O)CSc2nncn2C)c1	i	22	4
CCOC(=O)c1c(NC(=S)Nc2ccccc2C)sc2c1CCC2	i	12	-30
Cc1cccc(C)c1NC(=O)C1(NC(=O)C2CCC(=O)N2)CCCCC1 (centres undefined)	i	0	-10
CCN(CC)c1nc2cc(OC)ccc2cc1C#N	i	11	-23
Cc1ccc(-n2cnc(=O)c3cccnc32)cc1	i	10	-17
Nc1ccc(-c2sc(N)nc2-c2ccccc2)cc1	i	8	-19
C=CCOc1ccc2ccccc2c1CNn1cn[nH]c1=S	i	1	-6
Cc1ccc(CN2CCN(Cc3cnc(C)[nH]3)CC2CCO)cc1 (centres undefined)	i	9	-1
COc1cc(OC)cc(C2=NC3(CCC(C)CC3)NC2=S)c1 (centres undefined)	i	4	-32
Cc1ccc(N(Cc2ccc(C(=O)Nc3c(C)n(C)n(-c4ccccc4)c3=O)cc2)S(C)(=O)=O)cc1C	i	8	-17
CCc1nnc(NS(=O)(=O)c2ccc(NCc3ccccc3O)cc2)s1	i	11	-3
O=C(NC1CCCCC1)N1CCc2ccccc21	i	9	-16
O=C(O)CN1C(=O)C2C3CC(C2C1=O)C1C(c2ccccc2)c2sc(=O)[nH]c2SC31 (centres undefined)	i	12	3
Nc1ccc(C(=O)N/N=C\C=C\c2cccc([N+](=O)[O-])c2)cc1	i	42	-10
COc1ccc(C2NC(=S)NC(C)=C2C(=O)Nc2ccccn2)cc1 (centres undefined)	i	8	4
Cc1ccnc2nc(C(=O)Nc3cc(Cl)ccc3N3CCOCC3)nn12	i	32	-18
O=C(CCCOc1ccc(Cl)cc1Cl)N1CCc2ccccc2C1	i	13	-28
CCCN(Cc1cc2cc(C)ccc2[nH]c1=O)S(C)(=O)=O	i	1	-25
O=C(Cn1cnc2ccccc21)N1CCN(S(=O)(=O)c2ccccc2)CC1	i	0	0
CCOc1ccc(C(=O)N(CN2CCCC2=O)c2ccccc2)cc1	i	17	-16
Clc1ccccc1OCc1nnc(-c2ccccc2Br)o1	i	11	-23
COc1cc(OC)cc(C(=O)Oc2c(CN3CCOCC3)cc(Cl)c3cccnc23)c1	i	17	-25
O=C(Nc1ccc(S(=O)(=O)N2CCCC2)cc1)c1ccc(CN2CCc3ccccc3C2)cc1	i	27	49*
Cc1ccc(NC(=O)NNC(=O)C2CCN(Cc3ccc(F)cc3Cl)CC2)cc1	i	14	-11
Oc1c(-c2cc(-c3ccco3)[nH]n2)ccc2ccccc12	i	8	0
CCCCc1nc(C(N)=O)c2[nH]c(=O)n(-c3ccc(OC)cc3OC)c2n1	i	12	-7
Cc1nn(CCCC(=O)NCCc2ccccc2)c(C)c1[N+](=O)[O-]	i	16	-20
Cc1cccc(CN2CCN(C(=O)CCc3nnc(C4CCCCC4)o3)CC2)c1	i	9	-34
Cc1cccc(-c2nnc(-c3ccccc3)o2)c1	i	19	-35
N#Cc1ccc(-c2ccc(OCC(O)CN3CCCCC3)cc2)cc1 (centres undefined)	i	-1	-27

Five compounds picked at random from the list so far, as already listed:
SMILES	CHT PAM	OX1R antag-1	OX1R antag-2
CCc1nnc(NS(=O)(=O)c2ccc(NCc3ccccc3O)cc2)s1	i	11	-3
Cc1cccc(CN2CCN(C(=O)CCc3nnc(C4CCCCC4)o3)CC2)c1	i	9	-34
O=C(Nc1ccc(S(=O)(=O)N2CCCC2)cc1)c1ccc(CN2CCc3ccccc3C2)cc1	i	27	49*
N#Cc1ccc(-c2ccc(OCC(O)CN3CCCCC3)cc2)cc1 (centres undefined)	i	-1	-27
Cc1ccc(NC(=O)NNC(=O)C2CCN(Cc3ccc(F)cc3Cl)CC2)cc1	i	14	-11

The list goes on.
SMILES	CHT PAM	OX1R antag-1	OX1R antag-2
CCCCNC(=O)Cn1c(=O)c2c(ncn2CCC(C)C)n(Cc2ccccc2)c1=O	i	9	-28
O=C(NC1CCCC1)C(c1ccncc1)N(Cc1ccccc1)C(=O)c1ccc(-c2ccccc2)[nH]1 (centres undefined)	i	14	-33
CCCOC(=O)C1=C(C)OC23OC(N)=C(C#N)C12C(=O)c1ccccc13 (centres undefined)	i	4	-22
COC(=O)c1c(C)oc(C)c1S(=O)(=O)NCc1ccco1	i	8	-14
CC(C)C(Nc1ccc(C(F)(F)F)cc1[N+](=O)[O-])C(=O)O (centres undefined)	i	23	4
CN(C)c1cccc(C(=O)Nc2ccc(S(=O)(=O)Nc3nccs3)cc2)c1	/	0	-4
Cn1nc([N+](=O)[O-])nc1N1CCN(c2ccc(F)cc2)CC1	i	17	-17
COc1ccc(OCC(O)CN2CCC(CN3C(=O)c4cccc5cccc(c45)C3=O)CC2)cc1 (centres undefined)	i	46	-20
COc1ccc(C(=O)NC(=S)Nc2ccc(S(N)(=O)=O)cc2)cc1	i	2	1
COc1ccc(OC)c(NC(=O)CN2CCC(NC(=O)c3ccccc3C)CC2)c1	i	16	-10
CCCCN(C)C1CCN(C(=S)Nc2ccc(OCC)cc2)CC1	i	5	-12
COC(=O)CSc1nnc2n(C3CCCCC3)c(=O)c3c4c(sc3n12)CCCC4	i	10	-15
CC(NCC(=O)Nc1cc(S(=O)(=O)N2CCOCC2)ccc1N1CCOCC1)c1ccco1 (centres undefined)	/	0	10
O=C(Nc1ccc(C(=O)NN2C(=O)c3ccccc3C2=O)cc1)c1ccccc1	i	35	-18
C=CCNC(=S)NNc1nc2c(c(=O)[nH]1)C1(CCCC1)Cc1ccccc1-2	i	41	-24
CCn1c(COc2ccccc2Cl)nnc1SCC(=O)Nc1ncccc1C	i	7	-10
CCCC(=O)Nc1nnc(SCC(=O)Nc2ccc3c(c2)OCO3)s1	i	10	-24
CCC(c1nnnn1C(C)(C)C)N1CCN(C2CCCC2)CC1 (centres undefined)	i	12	-17
O=C(COC(=O)/C=C/c1ccc(S(=O)(=O)N2CCOCC2)cc1)Nc1ccc(F)c(F)c1F	/	7	4
C=C1CCC[C@]2(C)C[C@H]3OC(=O)C(CNCCN(CC)CC)[C@H]3CC12 (some centres undefined)	i	3	-34

OX1R antag-2: entries above that show a hit.
| compound | OX1R antag-1 | OX1R antag-2 |
| --- | --- | --- |
| O=C(Nc1ccc(S(=O)(=O)N2CCCC2)cc1)c1ccc(CN2CCc3ccccc3C2)cc1 | 27 | 49* |

The list continues.
SMILES	CHT PAM	OX1R antag-1	OX1R antag-2
COc1ccc(CCNC(=O)/C(=C/c2cccnc2)NC(=O)c2ccccc2)cc1	i	10	-25
O=c1[nH]c2ccc(NS(=O)(=O)c3ccc([N+](=O)[O-])cc3)cc2[nH]1	i	46	-5
CNC(C)c1ccc(S(N)(=O)=O)cc1 (centres undefined)	i	34	-18
CCOC(=O)COC(=O)c1ccc(O)cc1	i	6	4
Cc1nc(Nc2ccc3c(c2)OCCO3)c2oc3ccccc3c2n1	i	55*	-24
Cc1cc(C)nc(N/N=C/c2cc(C)n(CC(F)(F)F)c2C)n1	i	1	-24
CCc1nnc(NC(=O)c2cc(-c3ccccn3)nc3ccc(Br)cc23)s1	i	26	-27
Cc1nn(CC(C)C)c2sc(C(=O)NC3CC(C)(C)NC(C)(C)C3)cc12	i	7	-7
COCc1cc(C)nc2sc(C(=O)N3CCCCC3)c(N)c12	i	5	3
CCc1ccc(N(C2C=CS(=O)(=O)C2)S(=O)(=O)c2ccc(C)cc2)cc1 (centres undefined)	i	10	-31
Brc1ccc(-c2csc(/N=C/N3CCCC3)n2)cc1	i	12	-41
O=C(COc1ncnc2ccccc12)Nc1cc([N+](=O)[O-])ccc1Cl	i	15	-15
CC(=O)NN=C1CCC(c2ccccc2)CC1 (centres undefined)	i	13	-15
COc1ccc(N2CCN(C(c3cccs3)C(C)NC(=O)C(=O)N3CCOCC3)CC2)cc1 (centres undefined)	i	16	-14
Cc1ccccc1CN1CCN(C/C=C/c2ccccc2)CC1	i	2	-8
COc1cc(/C=C2/C(=N)N3C(c4ccccc4)=CSC3=NC2=O)ccc1OCC(=O)O	i	16	1
Cc1cccc(C)c1OCc1nc2ccccc2c(=O)n1/N=C/c1ccc(OCC(=O)O)cc1	i	3	-32
Cc1ccc(CN2CCN(Cc3ccccc3C(F)(F)F)CC2)cc1	i	17	-16
COc1ccc(C(=O)COc2ccccc2C(=O)Nc2ccccc2)cc1	i	71*	42*
COc1cccc(CNC(=O)c2ccccc2-c2ccccc2)c1	i	14	-5

A draw from above in order of number of heavy atoms, rising.
SMILES	CHT PAM	OX1R antag-1	OX1R antag-2
Cc1cc(C)nc(N/N=C/c2cc(C)n(CC(F)(F)F)c2C)n1	i	1	-24
COc1cccc(CNC(=O)c2ccccc2-c2ccccc2)c1	i	14	-5
O=C(COc1ncnc2ccccc12)Nc1cc([N+](=O)[O-])ccc1Cl	i	15	-15
CCc1ccc(N(C2C=CS(=O)(=O)C2)S(=O)(=O)c2ccc(C)cc2)cc1 (centres undefined)	i	10	-31

Additional results.
SMILES	CHT PAM	OX1R antag-1	OX1R antag-2
O=C(NC(=S)Nc1ccc(N2CCCCC2)cc1)c1ccco1	i	17	-28
Nc1nc(N)c(N=Nc2ccc(S(N)(=O)=O)cc2)c(=O)[nH]1	i	25	-5
Cc1cccc(NC(=S)N2N=CCC2c2ccccc2)c1 (centres undefined)	i	13	6
CCN(CC)c1ccc(/C=N/NC(=O)c2ccc3nc[nH]c3c2)c(O)c1	i	54	-11
Cn1c2ccccc2c(=O)c2cc(C#Cc3ccc(N)cc3)ccc21	i	58*	-31
COc1ccc(NCC(=O)N/N=C/C=C/c2ccccc2[N+](=O)[O-])cc1	i	33	-16
COc1ccc(OCCSc2nc(N)cc(N)n2)cc1	i	15	-6
COc1cc(C(=O)N2CCCC(c3nc(-c4cccs4)no3)C2)cc(OC)c1OC (centres undefined)	i	10	-29
COc1ccc(-c2ccc(-c3nc4ccc(C)cn4c3NC3CCCCC3)cc2OC)cc1	i	21	-59
Cc1ccc(CN2CC34C=CC(O3)C(C(=O)NCc3ccco3)C4C2=O)cc1 (centres undefined)	i	7	0
CCn1c(SCC(=O)NC(C)c2ccccc2)nc2ccccc21 (centres undefined)	i	10	-14
Cc1cc2ccccc2nc1Br	i	14	-16
O=C(COC(=O)Cc1c(F)cccc1Cl)NC(=O)c1ccccc1	i	7	-10
C/C(=N\NC(=O)CC1N=C(Cc2ccccc2)NNC1=O)c1ccc(C)cc1 (centres undefined)	i	10	-16
CCn1cc(C(=O)O)c(=O)c2cc(F)c(N3CCN(C)CC3)cc21	6.4*	4	-12
CC(=O)C1=C(C)NC(=O)CC1c1ccc(F)cc1 (centres undefined)	i	-19	-20
COc1cc(CCC(=O)NCc2ccc(F)cc2)cc(OC)c1OC	i	1	-16
CS(=O)(=O)Nc1ccccc1C(=O)OCC(=O)NCc1cccs1	/	1	-15
CC1CN(S(=O)(=O)c2ccc(Cl)c(S(=O)(=O)N3CC(C)OC(C)C3)c2)CC(C)O1 (centres undefined)	i	3	-11
Cn1ccnc1SCc1cn2ccccc2n1	i	11	-1

Part of the list above, with bars between the fields:
smiles | CHT PAM | OX1R antag-1 | OX1R antag-2
COc1ccc(OCCSc2nc(N)cc(N)n2)cc1 | i | 15 | -6
COc1cc(C(=O)N2CCCC(c3nc(-c4cccs4)no3)C2)cc(OC)c1OC (centres undefined) | i | 10 | -29

The list continues:
SMILES	CHT PAM	OX1R antag-1	OX1R antag-2
Cc1ccccc1Nc1c(-c2ccccc2)nc2ncccn12	i	13	-20
O=C(c1cnn2c(C(F)F)cc(-c3ccccc3)nc12)N1CCOCC1	i	11	-23
O=c1nc(-c2ccccc2)c2ccccc2[nH]1	i	19	-16
CCOC(=O)N1CCC(Nc2c(NCCCN3CCN(C4CCCCC4)CC3)c(=O)c2=O)CC1	i	5	-2
COc1cc(/C=N/n2nnnc2N)ccc1OCc1c(C)no[n+]1[O-]	i	29	-3
COc1cc(NC(=O)c2cccc(Cl)c2)c(OC)cc1NC(=O)CN1CCCCC1	i	16	-45
CCN(CC)S(=O)(=O)c1cc(F)ccc1OC	i	9	5
